Rpn11 block = Rpn11 (human) deubiquitinase inhibition; O00487; human 26S proteasome, Ub4-pepOG fluorescence polarization; 20S core pre-blocked with epoxomicin; calls only at 20 µM; actives 0.59% (n = 360,000);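 active = inhibition at 20 µM, scaled to each plate's controls, above about 33%, limit read from the data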
CendR NRP1 mod = NRP-1/CendR interaction modulation; O14786; FAM-RPARPAR peptide binding to NRP-1, fluorescence polarization; inhibition, % at 25 µM; actives 0.85% (n = 360,000); AID 602438;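 active = inhibition or corrected inhibition above about 18%, plus a signal ratio from 0.5 to 1.5, limit read from the data, passing the limit was not always enough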; note: strong numbers were not always called active
Target sequence (O14786 whole entry, looked up): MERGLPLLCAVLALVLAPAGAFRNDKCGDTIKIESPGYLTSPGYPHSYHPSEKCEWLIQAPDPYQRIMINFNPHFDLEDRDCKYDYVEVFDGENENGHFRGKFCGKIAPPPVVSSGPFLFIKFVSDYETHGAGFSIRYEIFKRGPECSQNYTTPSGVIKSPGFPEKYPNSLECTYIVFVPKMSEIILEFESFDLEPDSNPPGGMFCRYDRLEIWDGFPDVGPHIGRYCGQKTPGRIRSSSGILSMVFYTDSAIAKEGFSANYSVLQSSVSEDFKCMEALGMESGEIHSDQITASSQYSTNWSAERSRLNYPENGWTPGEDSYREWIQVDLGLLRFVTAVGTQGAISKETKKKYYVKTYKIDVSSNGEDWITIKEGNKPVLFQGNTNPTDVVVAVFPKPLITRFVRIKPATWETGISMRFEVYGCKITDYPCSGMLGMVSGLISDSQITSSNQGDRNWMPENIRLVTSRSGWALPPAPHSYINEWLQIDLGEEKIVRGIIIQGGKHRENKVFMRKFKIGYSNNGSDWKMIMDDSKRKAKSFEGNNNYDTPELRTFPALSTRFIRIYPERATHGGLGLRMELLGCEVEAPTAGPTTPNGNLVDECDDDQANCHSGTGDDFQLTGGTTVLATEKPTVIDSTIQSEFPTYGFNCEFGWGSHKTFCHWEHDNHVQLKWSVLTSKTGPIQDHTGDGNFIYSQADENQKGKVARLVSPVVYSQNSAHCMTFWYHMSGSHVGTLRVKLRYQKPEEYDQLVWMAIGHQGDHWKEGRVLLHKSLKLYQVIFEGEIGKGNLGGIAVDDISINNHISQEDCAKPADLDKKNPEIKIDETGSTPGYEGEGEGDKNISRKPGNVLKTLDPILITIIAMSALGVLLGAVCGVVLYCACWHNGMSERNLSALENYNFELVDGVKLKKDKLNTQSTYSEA
DNMT1 inh = DNMT1 (human) enzyme inhibition | P26358 | actives 0.83% (n = 360,000) | DNMT1 molecular beacon, Hinp1I cleavage, fluorescence | inhibition (reported as % activation of signal), % at 10 µM; in the data active = inhibition above about 50%
Scp-1 inhibitor = blocks human Scp-1 phosphatase activity. Q9GZU7. Recombinant Scp1, phosphopeptide, malachite green phosphate absorbance. inhibition, % at 20 µM. actives 0.88% (n = 340,000);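 active = inhibition above about 50% at 20 µM, limit read from the data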;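 note: plate controls were DMSO wells with enzyme for no effect and wells lacking enzyme for full effect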
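Assay system: SCP-1 catalytic fragment, aa 76-261 | Buffer or medium: Tris acetate buffer pH 5.5 with MgCl2 and Tween-20 | Compound: One concentration, 20 µM, with 1.0% DMSO | Also added: Phospho 17-mer peptide substrate | Signal: Absorbance at 630 nm | Incubation: 45 min enzyme reaction at room temperature | Measure: % inhibition of SCP-1 phosphate liberation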
STEP block = STEP (human) phosphatase inhibition. P54829. recombinant STEP, OMFP fluorogenic substrate, fluorescence. inhibition, % at 20 µM. actives 0.25% (n = 360,000);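 active = inhibition at 20 µM, scaled per plate between control wells, above about 37%, limit read from the data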;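 note: 0% = DMSO with enzyme and substrate and 100% = substrate only without enzyme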
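Also added – OMFP at 25 µM · Test system – STEP tyrosine phosphatase · Technique – FITC-channel fluorescence of OMFP product · Schedule – 20 min at room temperature, dark · Evaluation – control-normalized % inhibition with plate pattern correction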
MT1-MMP act inh = MT1-MMP (human) activation inhibition. P50281. HT1080 RFP-PRO-GFP cells, GFP/RFP ratio fluorescence, overnight; percent of plate control window, DMSO zero. GFP/RFP ratio change, % at 20 µM. actives 0.061% (n = 360,000). AID 651647;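 active = GFP/RFP ratio change of at least 30% with cell ATP level not reduced by more than half and red fluorescence within 50% of control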; note: strong numbers were not always called active
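Test system: HT1080 RFP-PRO-GFP cells; Benchmarks: DMSO and RFP-L50D-GFP cell wells; Timing: cells overnight before dosing, compound overnight, 37 °C, 5% CO2; Compound: one 20 µM compound dose with 1% DMSO; Read-out: GFP/RFP fluorescence ratio.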
SUMO1-SIM PPI = SUMO1-SIM interaction modulation; inhibition, % at 20 µM; AID 602429; SUMO1 binding to a labelled peptide, TR-FRET, 1 h; actives 0.33% (n = 360,000); in the data active = inhibition above about 37%
NadD block = inhibitors of Staphylococcus aureus NadD | purified NadD enzyme, colorimetric absorbance read-out | inhibition, % at 20 µM | actives 0.78% (n = 360,000) | AID 602399; in the data active = inhibition above about 26%; note: some compounds past the cut are filed as inactive
SKN-1 inh = C. elegans SKN-1 inhibition; C. elegans VP596 Pgst-4::GFP/RFP ratio, acrylamide-induced, 24 h; inhibition, % at 21.8 µM; actives 0.49% (n = 360,000); AID 624304;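 active = interference check ratio from 0.5 to 1.5 plus GFP to RFP signal ratio inhibition reaching or exceeding a fixed threshold, cut at about 30% in these data, passing the limit was not always enough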; note: some compounds called inactive have numbers as strong as hits
LMPTP block = blocks human LMPTP phosphatase; AID 651560; recombinant LMPTP-A, OMFP fluorogenic substrate, fluorescence intensity; inhibition, % at 20 µM; actives 0.22% (n = 360,000);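 active = compounds that cut the enzyme signal by at least half of the control window in the single-dose screen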;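 note: plate controls were DMSO wells with enzyme plus substrate for no effect and substrate without enzyme for full effect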
Target sequence (P24666 whole entry, looked up): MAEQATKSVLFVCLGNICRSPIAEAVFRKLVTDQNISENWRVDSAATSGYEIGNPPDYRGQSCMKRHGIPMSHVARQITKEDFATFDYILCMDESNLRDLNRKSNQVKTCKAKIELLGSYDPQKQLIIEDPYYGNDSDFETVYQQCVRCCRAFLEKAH
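Buffer or medium: Bis-Tris pH 6.0, DTT, detergent; Assay system: LMPTP-A enzyme; Quantity: 0.625 nM enzyme; Detection: endpoint fluorescence intensity; Times: 50 min dark incubation at room temperature; Controls: substrate-only low control, DMSO enzyme-plus-substrate high control; Doses: single 20 µM dose; Read-out: percent inhibition versus substrate-only and uninhibited controls; Reagent: 400 µM OMFP.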
* = called active by the depositor; i = inactive; · = no result given.

SMILES	Rpn11 block	CendR NRP1 mod	DNMT1 inh	Scp-1 inhibitor	STEP block	MT1-MMP act inh	SUMO1-SIM PPI	NadD block	SKN-1 inh	LMPTP block
CC(=O)Cc1nsc(NC(=O)c2cc(-c3ccc(Cl)c(Cl)c3)oc2C)n1	i	-6.7	1.9	3.2	-2.0	2.3	1.2	4.8	8.4	0.3
Cc1ccc(Cn2cccc(NS(C)(=O)=O)c2=O)cc1	i	-46.0	-10.0	-11.7	3.2	-3.9	-19.2	3.8	17.9	0.5
CN(C)/C=N/c1c(C#N)nnn1Cc1ccccc1	i	0.4	2.0	-2.6	0.9	1.0	0.3	1.9	-18.9	0.3
COc1ccc(-n2c(=O)[nH]cc(C(=O)Nc3ccc(NC(C)=O)cc3)c2=O)cc1	i	-5.9	3.2	-12.2	1.7	1.8	-0.5	-3.4	10.3	-1.4
C[C@H](NC(=O)c1ccccc1Cl)C(=O)OCC(=O)N1CCN(c2ccccc2)CC1	i	2.5	-0.8	-6.8	-1.7	0.8	4.8	3.3	-12.8	-0.6
CCOc1ccccc1/C=N/NC(=O)c1c(C)nc2ccc(Br)cn12	i	-2.8	-2.1	-12.8	-0.9	-0.6	15.6	0.5	9.7	-0.4
Cc1ccc(-n2c(-c3ccccc3)cc(=O)nc2C)cc1	i	-3.5	0.2	-2.5	0.0	3.2	1.3	2.2	9.3	-1.6
CCCn1c(SCC(=O)N2CCN(c3ccc(OC)cc3)CC2)nc2c1c(=O)n(C)c(=O)n2C	i	4.3	0.1	-1.5	-1.5	1.3	2.0	-4.4	6.9	-1.7
O=C(CCN1CCN(C(c2ccccc2)c2ccccc2)CC1)N/N=C/c1ccc(O)cc1O	i	-20.3	-9.7	-16.6	3.0	-5.4	3.9	6.6	13.0	3.7
Cc1ccccc1N(CC(=O)NC1CCCC1)C(=O)CS(=O)CC(=O)Nc1ccc2c(c1)OCO2 (stereo not given)	i	-6.5	1.3	-2.7	-5.7	-5.4	4.7	-2.9	0.7	-1.5
CC(=O)Nc1cc(-c2ccc(CO)cc2)cn2c(-c3ccc(F)c(Cl)c3)cnc12	i	-39.9	-9.6	·	-1.6	-9.3	7.0	11.9	15.6	1.9
CC(=O)c1ccc(OC(=O)C2c3ccccc3Oc3ccccc32)cc1	i	8.1	20.1	-12.2	9.1	4.9	-0.1	0.3	-1.0	-0.5
CC(C)NC(=O)N(C)C[C@@H]1OCc2cnnn2CCCC(=O)N([C@@H](C)CO)C[C@H]1C	i	5.9	4.3	·	0.6	-0.3	-1.7	-2.6	8.8	-1.5
COc1cc(/C=N/n2c(C)nc3ccccc3c2=O)ccc1O	i	0.9	-1.9	-3.7	-0.1	4.1	-3.0	1.9	17.8	-1.8
COc1ccc(CC(=O)N2CCCC(CNC(=O)c3ccccc3Cl)C2)cc1 (stereo not given)	i	1.8	-3.3	-6.0	-4.0	-2.9	1.5	-0.7	1.4	-0.2
CCN(Cc1ccncc1)C(=O)CCc1nnc(CCc2ccc(OC)cc2)o1	i	-12.6	3.8	-0.8	-2.7	-1.5	0.2	-4.7	1.2	-1.4
CC(C)C[C@@H]1CC2=C(C(=O)OC(C)(C)O2)[C@H](CCc2ccccc2)O1	·	-2.6	·	·	·	3.4	4.0	9.0	5.8	2.9
O=C(O)CCNC(=O)c1ccc(Br)o1	i	-4.3	1.5	0.3	2.0	0.6	2.2	1.8	-22.1	-0.4
CCN(CC)c1ccc(NC(=O)CN2CCN(c3ccccn3)CC2)cc1	i	-8.0	-1.2	-6.8	-1.3	1.7	-2.0	-3.0	-1.7	0.3
CCCC(c1nnnn1Cc1ccc(OC)cc1)N1CCN(c2ccccc2OC)CC1 (stereo not given)	i	-1.1	-5.4	-7.6	-0.3	-0.9	-3.6	-5.0	-4.3	-1.6
O=C(CNC(=O)c1ccco1)NCC(=O)OCc1ccc(F)cc1	i	6.1	1.6	-4.7	0.5	5.0	0.8	-4.6	10.1	-1.6
CCN(CC(=O)NCc1ccccn1)S(=O)(=O)c1cc(Cl)ccc1Cl	i	-28.7	9.2	-2.8	0.3	2.1	-3.9	-3.9	3.9	-0.5
Cc1nn(C)c(Cl)c1C(N)=O	i	2.3	2.5	-1.9	3.3	-0.6	3.1	0.7	-2.2	-0.2
COc1ccc2[nH]c(=O)c(CN(C)C(=O)c3ccncc3)cc2c1	i	-1.5	13.6	5.7	-0.9	-6.1	-13.2	-1.9	-3.7	-0.9
N#Cc1cc2c(nc1SCc1ccccc1)CCCCC2	i	-12.1	-0.9	-14.5	7.4	-2.9	1.6	5.3	11.8	3.5
O=Cc1ccc(OCCOc2ccc([N+](=O)[O-])cc2)cc1	i	7.3	1.3	-10.0	-1.2	0.6	-12.7	-5.0	-17.6	-1.0
Cn1nc(C(=O)OCC(=O)c2ccc[nH]2)c2ccccc2c1=O	i	-0.2	0.9	0.6	1.2	7.8	-8.0	0.7	4.8	1.1
CSc1n[nH]c(NC(=O)c2c(-c3c(Cl)cccc3Cl)noc2C)n1	i	-0.1	-1.1	0.3	-1.7	2.4	0.5	-0.9	-13.1	-1.0
COC(=O)c1cccc(CC2(C)C(=O)Nc3cc(-c4ccccc4Cl)ccc32)c1 (stereo not given)	i	5.7	6.7	·	0.7	-10.6	1.3	-2.2	1.1	2.6
COCCNC(=O)Cc1cn(C)c2ccccc12	i	-6.7	3.0	-4.3	-7.9	2.2	-0.2	-3.5	6.9	-0.2
Cc1cccc(Oc2nccc(C(F)(F)F)c2C(=O)Nc2ccc(F)cc2F)c1	i	-2.1	3.1	-6.6	-2.0	0.1	-7.5	0.7	-6.0	0.2
CCOC(=O)N1CCN(S(=O)(=O)c2ccc(NC(C)=O)cc2)CC1	i	-1.8	2.6	-7.3	-1.5	0.8	4.1	-2.0	0.4	-1.7
CC(=O)c1ccc(NCC(=O)N2CCN(c3ccccc3)CC2)cc1	i	7.8	19.5	-1.8	5.5	-0.8	0.5	9.6	5.7	30.6
O=C(c1ccc2oc(CCc3ccccc3)nc2c1)N1CC[C@H](O)C1	i	8.9	1.1	2.3	1.6	1.7	1.1	1.5	-11.0	1.1
CCOc1ccc(NC(=O)Nc2cccnc2)cc1	i	-7.8	2.2	0.7	-1.3	-1.2	2.4	1.6	-3.0	1.1
C=CCNC(=O)C1(c2ccccc2)CC1(Cl)Cl (stereo not given)	i	-7.4	3.5	-10.3	1.1	-2.5	-2.6	-5.7	8.3	-1.2
O=C(CCC(=O)Nc1ccccc1)N/N=C/C=C/c1ccccc1	i	-2.0	-1.2	-1.4	-2.9	3.8	-3.9	1.3	-9.2	0.5
Cc1c(NC(=O)c2ccc(=O)oc2)c(=O)n(-c2ccccc2)n1C	i	-5.9	-0.9	2.0	2.2	3.3	-12.4	4.9	-3.3	-1.4
O=C(CN1C(=O)CCS(=O)(=O)c2ccccc21)Nc1cccc(F)c1	i	5.4	3.0	-2.2	2.3	-0.1	2.8	0.9	8.6	1.1
Cc1nn(-c2ccccc2)c(C)c1CN(C)C(=O)c1ccc(S(=O)(=O)NCc2ccco2)cc1	i	15.3	-40.9	-2.7	-1.4	2.9	-21.2	10.0	22.1	-6.1
COc1ccc(-c2ccc(CCC(=O)O)n2-c2ccccc2O)cc1	i	-5.0	-16.1	0.2	1.8	-8.5	-0.2	-0.2	-5.7	3.0
Cc1ccc(C(=O)NCCCN2CCOCC2)cc1	i	-2.0	1.6	-3.4	2.4	4.7	-2.0	-2.1	-17.9	-0.8
Cc1cc(Nc2ccccc2C(=O)O)n(-c2cccc(Cl)c2)n1	i	-7.3	1.8	-7.0	-1.4	-3.7	41.6*	1.6	11.2	-0.9
CCN(CC(=O)NCc1cccs1)C(=O)c1cccc(S(=O)(=O)Nc2ccccc2OC)c1	i	9.1	-27.1	-16.6	-5.1	1.2	-146.8	-3.2	0.6	-9.4
Cc1ccccc1OCC(=O)OCC(=O)c1ccc[nH]1	i	7.3	-1.2	11.9	-0.2	2.1	1.4	3.3	-1.4	4.6
CC1(CC(=O)N/N=C/c2cc(Br)c(O)cc2O)OCCO1	i	-4.6	0.9	-8.0	-6.5	3.3	-3.4	0.7	2.0	-9.7
Cc1cc(C)c(NC(=O)CCN2CCN(Cc3ccccc3)CC2)c(C)c1	i	-2.5	1.9	-10.8	-1.5	0.7	0.0	-3.2	5.7	-1.7
CCN(CC)C(=O)c1cnn(-c2ccccc2)c1NC(=O)c1cccs1	i	19.8	-0.8	3.8	-2.7	2.9	-1.0	2.8	25.9	-0.6
CCCC(=O)N1CCN(c2ccc(NC(=O)c3ccc4c(c3)OCCO4)cc2)CC1	i	8.0	-0.8	-2.3	1.8	2.2	0.2	-2.2	5.9	-1.3
COc1ccc(NC(=O)NN2CCN(C)CC2)cc1	i	21.5	1.8	-6.9	2.8	-3.5	3.1	-0.2	-18.7	-0.6
O=C(Nc1cccc(NC(=S)NC(=O)c2cccs2)c1)c1ccccc1	i	-1.1	-5.3	-11.1	0.0	2.1	-3.1	-1.6	-4.4	-1.7
COc1cc2[nH]c(=O)n(CCCCCC(=O)NCCCN3CCC(C)CC3)c(=O)c2cc1OC	i	-2.8	-2.1	-4.9	6.2	-7.3	0.9	-5.1	-10.9	0.9
COc1ccc(-c2nc(CS(=O)(=O)CC(=O)NCCCN3CCOCC3)c(C)o2)cc1	i	5.9	-0.8	-5.2	-0.9	-4.0	-0.9	1.0	10.2	-1.1

Copied from the list.
`Cc1ccccc1OCC(=O)OCC(=O)c1ccc[nH]1` in SKN-1 inh: -1.4
`Cc1cc(Nc2ccccc2C(=O)O)n(-c2cccc(Cl)c2)n1` in DNMT1 inh: 1.8
`CCN(CC)C(=O)c1cnn(-c2ccccc2)c1NC(=O)c1cccs1` in CendR NRP1 mod: 19.8
`COc1cc2[nH]c(=O)n(CCCCCC(=O)NCCCN3CCC(C)CC3)c(=O)c2cc1OC` in STEP block: 6.2
`COc1ccc(-c2nc(CS(=O)(=O)CC(=O)NCCCN3CCOCC3)c(C)o2)cc1` in Scp-1 inhibitor: -5.2
`COc1ccc(NC(=O)NN2CCN(C)CC2)cc1` in MT1-MMP act inh: -3.5

Single records, from the list above. Order of values: Rpn11 block | CendR NRP1 mod | DNMT1 inh | Scp-1 inhibitor | STEP block | MT1-MMP act inh | SUMO1-SIM PPI | NadD block | SKN-1 inh | LMPTP block
Cc1ccccc1OCC(=O)OCC(=O)c1ccc[nH]1 is listed with i | 7.3 | -1.2 | 11.9 | -0.2 | 2.1 | 1.4 | 3.3 | -1.4 | 4.6
CCN(CC)C(=O)c1cnn(-c2ccccc2)c1NC(=O)c1cccs1 is listed with i | 19.8 | -0.8 | 3.8 | -2.7 | 2.9 | -1.0 | 2.8 | 25.9 | -0.6
